Screening data from PubChem BioAssay.
Bcl-W Bim block: inhibitors of Bim binding to Bcl-W, primary screen, biochemical, multiplexed, bead-based flow cytometry | Bim peptide-Bcl-W binding | inhibition, % at 10 µM | 190,000 tested, 0.02% active;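 also: 0% = bound tracer without compound and 100% = peptide blocker; higher means less fluorescent Bim peptide bound to Bcl-W beads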
Target sequence (Q92843 whole entry, looked up): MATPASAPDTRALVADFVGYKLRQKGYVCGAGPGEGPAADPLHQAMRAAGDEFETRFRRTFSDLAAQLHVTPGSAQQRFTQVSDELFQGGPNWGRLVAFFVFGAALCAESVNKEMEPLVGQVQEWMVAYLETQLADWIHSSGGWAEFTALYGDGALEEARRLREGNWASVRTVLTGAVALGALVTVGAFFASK
Bim-Bcl-B: inhibitors of Bim-Bcl-B binding, primary screen, biochemical, multiplexed, human Bcl-2 family | Bcl-2-like protein 10 (Homo sapiens), Q9HD36 | bead-based flow cytometry, Bim peptide-Bcl-B binding | inhibition, % at 10 µM | 190,000 tested, 0.073% active;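 also: 0% = tracer peptide without compound and 100% = reference inhibitor peptide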
Target sequence (Q9HD36 whole entry, looked up): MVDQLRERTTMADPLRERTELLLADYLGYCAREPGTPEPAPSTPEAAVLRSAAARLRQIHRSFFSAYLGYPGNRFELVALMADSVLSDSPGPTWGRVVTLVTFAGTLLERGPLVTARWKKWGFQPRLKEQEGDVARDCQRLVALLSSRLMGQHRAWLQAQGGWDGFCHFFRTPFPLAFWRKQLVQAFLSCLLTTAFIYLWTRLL
RGS7-Gao reg: RGS7-Galphao binding modulators, primary screen, biochemical, multiplexed bead flow cytometry | binding response (% of control), % at 10 µM | 220,000 tested, 0.35% active | actives lie on both sides | Guanine nucleotide-binding protein G(o) subunit alpha (Homo sapiens), P09471; in the data active = binding response below about 49% or above about 150%; inconclusive = no clear call, values can overlap the other calls; inactive = in between;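 also: fluorescent Galphao held in activated GDP-AlF4 state binding bead-coupled RGS7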
Target sequence (P09471 whole entry, looked up): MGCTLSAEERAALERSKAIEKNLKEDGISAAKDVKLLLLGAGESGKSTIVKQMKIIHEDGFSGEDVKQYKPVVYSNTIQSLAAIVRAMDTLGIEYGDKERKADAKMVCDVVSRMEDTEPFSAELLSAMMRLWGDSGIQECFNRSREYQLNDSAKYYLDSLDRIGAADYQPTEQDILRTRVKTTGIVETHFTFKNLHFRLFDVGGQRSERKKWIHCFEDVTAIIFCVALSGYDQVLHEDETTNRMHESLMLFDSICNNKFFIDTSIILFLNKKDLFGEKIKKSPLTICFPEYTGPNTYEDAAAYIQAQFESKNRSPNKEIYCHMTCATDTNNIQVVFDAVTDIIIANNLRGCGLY
GSH bead fluor: compound fluorescence on glutathione beads, profiling panel, artefact control, biophysical, 488/530 nm, flow cytometry. GSH beads flow cytometry, compound fluorescence 488/530 nm; stronger effect = higher value. 190,000 tested, 0.25% active. fluorescence (KMESF) at 10 µM; in the data active = fluorescence above about 89;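 also: glutathione beads carrying GST-tagged Bcl family fusion proteins plus one bare bead set; values are compound well signal with DMSO vehicle wells as background; inactives centre near 16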
Mcl-1 Bim block: inhibitors of Bim peptide binding to Mcl-1, primary screen, biochemical, bead-based flow cytometry, multiplex; Induced myeloid leukemia cell differentiation protein Mcl-1 (Homo sapiens), Q07820; Bim peptide-Mcl-1 binding; inhibition, % at 10 µM; 190,000 tested, 0.1% active; AID 1009, 2008;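 also: 0% = no compound tracer wells and 100% = peptide blocker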
Bfl-1 Bim block: inhibitors of Bim binding to Bfl-1, primary screen, biochemical, multiplexed, bead-based flow cytometry | Bcl-2-related protein A1 (Homo sapiens), Q16548 | Bim-Bfl-1 binding inhibition | inhibition, % at 10 µM | 190,000 tested, 0.12% active | AID 1008, 2008;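 also: 0% = wells without compound plus tracer and 100% = blocker peptide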
RGS8-Gao reg: RGS8-Galphao binding modulators, primary screen, biochemical, multiplexed bead flow cytometry. response (percent of control binding), % at 10 µM. AID 1423, 2008. Guanine nucleotide-binding protein G(o) subunit alpha (Homo sapiens), P09471. actives lie on both sides. 220,000 tested, 0.34% active; in the data active = response below about 60% or above about 140%; inactive = in between;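 also: Galphao activated as the GDP aluminium fluoride complex binding bead-coupled RGS8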
RGS4-Gao reg: modulators of RGS4 binding to Galphao, primary screen, biochemical, multiplexed bead flow cytometry | Guanine nucleotide-binding protein G(o) subunit alpha (Homo sapiens), P09471 | actives lie on both sides | binding response (% of control), % at 10 µM | 220,000 tested, 0.33% active; in the data active = binding response below about 49% or above about 150%; inactive = in between;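 also: fluorescent Galphao activated with aluminum fluoride binding bead-coupled RGS4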
Bim-Bcl-2: inhibitors of Bim-Bcl-2 binding, primary screen, biochemical, multiplexed, human Bcl-2 family; Apoptosis regulator Bcl-2 (Homo sapiens), P10415; Bead-based flow cytometry, Bim peptide-Bcl-2 binding; inhibition, % at 10 µM; 190,000 tested, 0.06% active; AID 950, 2007; in the data active = inhibition above about 40%; inconclusive = no clear call, values can overlap the other calls;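 also: 0% = no compound wells with probe peptide and 100% = reference peptide inhibitor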
Mcl1-Bid inh: Mcl-1/Bid binding inhibitors, primary screen, biochemical, TR-FRET, 1536-well; TR-FRET Mcl-1/Bid-Dy647 peptide binding; inhibition, % at 21.7 µM; 220,000 tested, 0.97% active;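 active = compounds that cut the binding signal by more than half at the single screening dose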;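 also: His-tagged Mcl-1 with europium anti-His antibody binding Bid BH3 peptide; 0% = Mcl-1 plus peptide wells and 100% = peptide-only wells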
Bcl-XL Bim block: inhibitors of Bim-Bcl-XL binding, primary screen, biochemical, multiplexed, bead flow cytometry, human Bcl-XL; Bcl-2-like protein 1 (Homo sapiens), Q07817; Bim peptide-Bcl-XL binding, fluorescence; inhibition, % at 10 µM; 190,000 tested, 0.04% active; AID 1007, 2008
Target sequence (Q07817 whole entry, looked up): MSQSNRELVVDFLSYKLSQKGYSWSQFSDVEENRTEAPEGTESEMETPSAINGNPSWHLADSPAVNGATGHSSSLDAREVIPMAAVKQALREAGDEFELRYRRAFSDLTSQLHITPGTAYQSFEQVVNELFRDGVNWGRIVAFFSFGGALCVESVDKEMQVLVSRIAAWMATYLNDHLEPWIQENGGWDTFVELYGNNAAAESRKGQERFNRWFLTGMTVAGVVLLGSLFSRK
Numbers without * were called inactive; ? = inconclusive. Rule as the data show it, unless noted: active = inhibition above about 40%.

Each structure is followed by: Bcl-W Bim block	Bim-Bcl-B	RGS7-Gao reg	GSH bead fluor	Mcl-1 Bim block	Bfl-1 Bim block	RGS8-Gao reg	RGS4-Gao reg	Bim-Bcl-2	Mcl1-Bid inh	Bcl-XL Bim block
> COc1cc(Br)cc2cc(C(=O)N3CCN(c4ccccn4)CC3)c(=O)oc12
 : -2	-10	97	34	-5	-16	101	100	-10	-25	-8
> COc1ccccc1-n1c(SC)nc(O)cc1=O
 : 0	-5	102	24	-2	-12	101	103	-6	-26	-5
> Cn1cc2c(=O)n(/N=C/c3ccccc3)cnc2n1
 : -2	-4	102	6	-1	-1	113	107	-1	-8	0
> O=C(C1CCN(Cc2ccc(F)cc2)CC1)N(CCc1ccccc1)Cc1ccccc1
 : -1	-4	98	10	-1	-7	102	97	-2	16	-5
> CCn1c(SCC(=O)Nc2cc(NC(C)=O)ccc2OC)nnc1-c1ccccn1
 : -2	1	101	16	-4	0	101	100	1	-8	-5
> Clc1c(CSc2nc3ccccc3o2)nc2ccccn12
 : 0	-5	90	11	-2	0	95	90	-3	-55	-3
> CCNC(=O)c1nc[nH]c1C(=O)NCC
 : 0	0	99	19	0	-1	101	100	-2	0	-1
> CCOc1ccccc1Nc1nnc(SC(C)C(=O)Nc2nc(-c3ccccc3)cs2)s1 (configuration not stated)
 : -4	-11	99	10	-6	-1	103	101	0	-15	-5
> Nn1c(SCC(=O)Nc2cccc(F)c2)nnc1C1CCCCC1
 : -1	-6	99	32	0	-11	97	102	-6	-2	3
> O=C(Nc1cccc(Cl)c1N1CCCCC1)c1ccc2c(c1)OCCO2
 : 0	-2	102	11	1	-9	102	103	-8	-1	0
> N#CC(C(=O)C1CCCCC1)c1nc2ccccc2[nH]1 (configuration not stated)
 : 1	-3	99	26	0	-12	99	94	-10	-57	1
> Cc1cc(N2CCOCC2)nc(SCc2c(Cl)cccc2Cl)n1
 : -5	-6	101	10	-2	-6	98	99	-8	-10	-8
> CS(=O)(=O)N(CC(=O)NCc1cccnc1)Cc1ccc(Cl)cc1
 : -1	0	105	36	-1	0	92	105	-2	-9	-8
> C=CCn1sc(N)c(C(=O)OCC)c1=S
 : 1	3	100	5	4	1	97	95	2	-68	2
> O=C(c1ccc(F)cc1)C1CCN(C(=S)Nc2ccccc2)CC1
 : 0	-4	99	11	2	-8	102	100	0	-25	0
> Cc1nn(Cc2ccccc2)c2sc(C(=O)N3CCN(Cc4ccc5c(c4)OCO5)CC3)cc12
 : -1	-3	97	11	-14	-3	98	96	-6	-4	-5
> CCOc1ccc(C(=O)Nc2cc(-c3nc4ccccc4[nH]3)ccc2Cl)cc1[N+](=O)[O-]
 : -42	-25	112	8	-23	-17	117	110	-25	14	-40
> Cc1cc(NC(=O)C2CCCC2)nc2c1c(=O)oc1ccccc12
 : 10	1	105	9	11	1	101	102	4	3	1
> COc1ccc(C(=O)N/C(=C/c2cccs2)c2nc3ccccc3[nH]2)cc1OC
 : 0	-1	98	9	0	0	97	98	3	-1	-7
> COc1ccccc1NS(=O)(=O)c1cc(N)ccc1N1CCCCC1
 : 2	-44	102	12	-7	21	87	98	0	-37	-7
> Cn1c(=O)[nH]c(=O)c2c1nc(NC1CCCCC1)n2CC(=O)NC1CCCCC1
 : -3	-12	101	13	0	-13	100	101	-8	-25	-4
> COc1cc(CO)c(Br)cc1OCC(=O)Nc1ccccc1C
 : -3	2	102	70	-2	0	100	99	0	-16	-2
> CCCCc1nc(NCc2ccccc2)c(C#N)c2c1COC(C)(C)C2
 : 0	-2	101	13	2	-10	109	104	-3	-2	-1
> Nc1nc(N2C(=O)C3CC=CCC3C2=O)nn1-c1ccccc1 (configuration not stated)
 : 4	0	88	9	2	-9	98	92	-4	-28	-2
> Cc1ccc(NC(=O)COC(=O)CNC(=O)c2ccco2)cc1
 : 0	-3	?	12	2	-4	101	101	-2	-24	0
> Cc1sc2nc(CN3CCOCC3)nc(Cl)c2c1C
 : 2	0	104	23	2	0	102	103	4	2	-1
> O=C(CN1CCCC1)Nc1ccc([N+](=O)[O-])cc1Cl
 : 0	-1	88	17	1	-3	90	91	1	-8	-1
> CCOC(=O)C1(CC2CCCCO2)CCN(C2CCSCC2)CC1 (configuration not stated)
 : 0	4	99	12	7	-1	103	102	-1	-22	-1
> CCC(=O)Nc1ccc(Cl)c(NC(=O)C(C)C)c1
 : 2	3	94	18	2	-1	101	96	0	-3	0
> CCCCCCCCC(=O)N/N=C(\C)c1ccco1
 : 0	-2	101	11	-1	-2	104	102	-1	-2	-2
> Cc1ccc(CNC(=O)CS(=O)CC(=O)O)cc1 (configuration not stated)
 : 5	-7	102	9	-1	-10	99	104	-9	-11	-1
> CCOc1ccc(C(=O)c2ccc(OCC)c(N)c2)cc1N
 : 5	6	82	21	0	2	90	81	2	-56	1
> O=C(OCC1CC(c2ccccc2Cl)=NO1)c1ccc(Br)cc1 (configuration not stated)
 : -4	-4	98	11	-4	-1	101	97	-5	-16	-8
> O=c1ccc(/C=C/c2ccccc2)nn1Cc1ccc(F)cc1
 : 0	2	97	9	0	4	94	95	-2	12	0
> Cc1cc(C(=O)N2CCc3ccccc32)c2cc(F)ccc2n1
 : 0	-7	103	33	0	-10	99	100	-7	-18	-1
> CCN(CC)C(=O)c1sc(NC(=O)c2ccncc2)c(C(=O)OC)c1C
 : 14	13	89	9	10	16	74	91	10	-4	19
> CC1CCN(C(=O)COc2ccccc2F)CC1
 : 0	-10	102	15	-2	-12	101	104	-4	-7	-2
> O=C(c1cc([N+](=O)[O-])ccc1Cl)N1CCN(c2ccc(F)cc2)CC1
 : -2	-12	102	14	-3	-4	100	100	-10	-18	-8
> CCC(C(=O)Nc1c[nH]c(=O)[nH]c1=O)c1ccccc1 (configuration not stated)
 : -4	-4	93	10	-5	0	93	94	-2	-18	-5
> COc1cc(-c2nnc(-c3ccncc3)o2)ccc1OCc1ccccc1
 : -1	-4	101	14	-1	-2	103	108	-5	-14	0
> O=C(c1ccc(Cn2c(=O)[nH]c3ccccc3c2=O)cc1)N1CCN(c2ccc(Cl)cc2)CC1
 : -2	-1	108	11	-1	-2	104	111	0	-22	-3
> CC(Sc1nc(N(C)C)nc(N2CCOCC2)n1)C(=O)Nc1ccccc1 (configuration not stated)
 : 4	-5	104	49	1	-10	103	105	-4	-3	-7
> CCn1c(=O)[nH]c2cc(C(=O)Nc3cc(C)cc(C)c3)ccc2c1=O
 : -1	-4	100	17	-2	-6	102	104	-4	-1	0
> O=C(NC1CCN(Cc2ccccc2)CC1)C1CCN(S(=O)(=O)c2cccc3nsnc23)CC1
 : 5	-7	104	45	-1	-9	105	104	-4	-35	-6
> CCOC(=O)[C@H]1CCC[C@@H](NS(=O)(=O)c2ccc(NC(C)=O)cc2)C1
 : 1	2	88	33	5	1	91	90	1	-14	13
> COC(=O)Cc1c(C)nc2nc[nH]n2c1=O
 : -3	0	98	49	0	3	90	94	2	-11	-10
> O=C(Cn1cc([N+](=O)[O-])cn1)NCCc1nc2ccccc2[nH]1
 : -3	-3	127	10	0	-6	101	107	-4	-8	-3
> COc1ccc(CNC(=O)COC(=O)Cc2ccc(Cl)cc2Cl)cc1
 : -3	-8	98	15	-2	-11	99	94	-9	-2	-4
> CCCC(c1nnnn1CS(=O)(=O)c1ccc(C)cc1)N1CCN(c2ccccc2)CC1 (configuration not stated)
 : 0	-9	99	33	-4	-13	103	100	-9	-29	-2
> O=C(COC(=O)c1ccc(F)cc1)Nc1nc2ccc([N+](=O)[O-])cc2s1
 : -2	-6	96	10	-3	-6	99	103	-2	-38	-4
> CCCCOc1ccc(S(=O)(=O)NC(=O)NCc2ccc(OCCC)cc2)cc1
 : -4	-5	103	15	-4	0	104	101	-4	-10	-6
> CN(c1ccc(C(=O)NCc2ccc3c(c2)OCO3)cc1)S(=O)(=O)c1ccccc1
 : 1	1	101	18	2	-4	98	97	-3	-26	2
> CCN(C(=O)COc1ccccc1[N+](=O)[O-])C1CCS(=O)(=O)C1 (configuration not stated)
 : 0	-6	103	10	0	0	102	100	1	-3	-4
> COc1ccc(CNC(=S)Nc2cc(OC)ccc2OC)cc1
 : -1	-2	101	4	0	0	100	100	-1	-21	-1
> c1ccc(-c2n[nH]c3c2CCC3)cc1
 : -1	-7	90	40	0	-9	93	90	-8	29	-6
> CC1CCCCC1NC1=NCCCS1 (configuration not stated)
 : 1	-5	?	14	0	-5	100	99	-1	-9	0
> CC(OC(=O)C1=Cc2ccccc2OC1)C(=O)NCc1ccco1 (configuration not stated)
 : 0	-1	86	11	0	-2	92	88	6	-11	-3
> CC(C)=CC(=O)OCC(=O)Nc1cccc([N+](=O)[O-])c1
 : -6	-8	95	17	-2	-18	96	96	-6	-19	-10
> CCNc1nc(SC(C)C(=O)Nc2ccccc2)nc(N(C)C)n1 (configuration not stated)
 : -2	-3	102	10	0	-5	99	100	-6	-9	-1
> C/C(=N\Nc1nc2ccccc2[nH]1)c1cccs1
 : -4	-10	101	17	-4	-18	104	102	-7	-98	-7

Other structures:
Each structure is followed by: Bcl-W Bim block	Bim-Bcl-B	RGS7-Gao reg	GSH bead fluor	Mcl-1 Bim block	Bfl-1 Bim block	RGS8-Gao reg	RGS4-Gao reg	Bim-Bcl-2	Mcl1-Bid inh	Bcl-XL Bim block
> O=C(Nc1ccccc1C(=O)O)c1ncn[nH]1
 : 0	0	103	18	-1	-1	103	100	-2	4	-1
> Cc1cc2ncc(C(N)=O)cn2n1
 : 0	-1	84	10	0	-3	93	89	-3	-17	1
> CCN1CCCC1CNC(=O)c1c(O)c2c([nH]c1=O)CCCC2 (configuration not stated)
 : -2	-3	100	12	-4	-2	107	98	-6	1	0
> Cc1nn(-c2ccccc2)c(NC(=O)c2cccs2)c(-c2ccccc2)c1=O
 : -4	-11	93	17	-1	-10	95	94	-3	-22	-8
> CCOC(=O)C(C)Sc1ncc(OC)c(=O)[nH]1 (configuration not stated)
 : 1	-10	100	50	0	-8	101	100	-7	-15	4
> Cc1ccc(C(=O)NCCSc2ccc(Cl)cc2)cc1S(=O)(=O)Nc1ccccc1
 : -1	-2	100	9	0	-3	99	100	-7	2	-2
> CCOC(=O)c1nn(-c2cccc(C)c2)c2nnc(Cc3ccc(C)cc3)c(=O)n12
 : -2	-7	99	8	-6	0	103	99	-1	-15	-4
> Cc1cc(=O)[nH]c(N/N=C/c2c(C)nn(-c3ccc(F)cc3)c2Cl)n1
 : 2	4	98	68	2	1	100	105	0	-5	5
> CCOC(=O)Cc1csc(NC(=O)c2ccc(Br)o2)n1
 : 0	-7	105	31	-1	-12	103	102	-9	-22	-4
> Cc1cc(C)c2c(c1)c(C)cc1nnc(SCC(=O)c3cccs3)n12
 : 0	-14	96	34	-3	-14	96	98	-5	-15	-3
